# Source: PubChem
# TTR transcr act = increases transthyretin transcription | SH-SY5Y TTR promoter Gaussia luciferase, luminescence; 100% = recombinant luciferase protein wells | activation, % at 16.7 µM | hit rate 1.3% among 92,000;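 active = activation above the mean of all tested compounds plus 3 SD, cut at about 9.5% in these data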;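 note: cells exposed to compounds for one day before reading; 0% = median of all test compound wells on the plate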
# The depositor's hits bear a star. A portion of the library. The share of hits here may be higher or lower than overall.
SMILES | TTR transcr act
CCCCN(Cc1ccc(C(=O)N[C@H](C(=O)O)C(C)C)cc1)C(=O)C(c1ccccc1)c1ccccc1 | -1.2
CCNC(=O)Oc1ccc[nH]c1=O | 0.6
Cc1cc(Nc2ccccc2)nc(NCc2ccccc2)n1 | -3.8
O=C(O)CCC(=O)Nc1sc2c(c1C(=O)NCc1ccccc1)CCCC2 | -0.5
Cc1ccccc1NS(=O)(=O)c1ccc(C(=O)NNC(=O)c2ccccc2O)cc1 | 1.4
N#CC1(NC(=O)Cn2cc(C(F)(F)F)cc(Cl)c2=O)CCCCC1 | 1.6
Cc1ccccc1NC(=O)Cc1nnc(NC(=O)Nc2ccccc2F)s1 | -0.7
Cc1ccc(C(=O)O)cc1NC(=S)NC(=O)Cc1ccccc1 | 2.1
Cc1ccc(OC(=O)c2ccc3snnc3c2)cc1 | -1.1
CC(C)(C)c1ccccc1OCC(=O)Nc1ccccc1C(=O)NCc1cccnc1 | -1.3
CCn1c2ccccc2c2cc(NC(=O)CN(C)CC(=O)Nc3ccc(N4CCOCC4)cc3)ccc21 | -2.5
CC(=O)N/N=C/c1c(C)[nH]n(-c2ccccc2)c1=O | 0.6
COc1ccc(C(=O)NCCn2ccc3ccccc32)c(OC)c1 | -1.0
CCCC1Cc2c(sc3ncnc(N)c23)CO1 (configuration not stated) | 2.5
Cc1c(NC(=O)c2cc(-c3ccc(F)cc3)nc3ccccc23)c(=O)n(-c2ccccc2)n1C | -2.1
CCOC1=C2[C@@H](CN(S(=O)(=O)c3ccc(C)cc3)[C@H]2c2ccccc2Cl)[C@H]2C(=O)N(C(C)(C)C)C(=O)[C@H]2C1 | 0.6
CCn1c(-c2cc(-c3ccc(C)cc3)nc3ccccc23)n[nH]c1=S | -1.5
Cc1cccc(N(C)S(=O)(=O)c2csc(C(N)=O)c2)c1 | 3.9
O=[N+]([O-])c1cc(Br)ccc1NS(=O)(=O)c1ccccc1 | 8.5
Cc1oc2ccc(OCc3ccc(F)cc3Cl)cc2c1C(=O)O | 0.2

# Exported as labelled records: four of the compounds above.
Structure: CCCCN(Cc1ccc(C(=O)N[C@H](C(=O)O)C(C)C)cc1)C(=O)C(c1ccccc1)c1ccccc1
  TTR transcr act: -1.2

Structure: CCNC(=O)Oc1ccc[nH]c1=O
  TTR transcr act: 0.6

Structure: Cc1cc(Nc2ccccc2)nc(NCc2ccccc2)n1
  TTR transcr act: -3.8

Structure: O=C(O)CCC(=O)Nc1sc2c(c1C(=O)NCc1ccccc1)CCCC2
  TTR transcr act: -0.5

# Remaining list, next part
SMILES | TTR transcr act
COc1ccc2oc(=O)c(C(=O)NCc3ccc(F)cc3)cc2c1 | 1.4
COC(=O)[C@]1(C)CN(C(=O)OC(C)(C)C)C2=C1C(=O)C[C@@](C)(C(=O)OC(C)(C)C)C2 | -1.7
Cc1cc(N)nc2nc(C(F)(F)F)nn12 | -0.9
Cc1ccccc1N=C1c2ccccc2C(=O)C1[N+](=O)[O-] (configuration not stated) | 2.1
O=C1C(=O)N(Cc2ccco2)C(c2cccs2)/C1=C(\O)c1cccc([N+](=O)[O-])c1 (configuration not stated) | 2.2
COC(=O)[C@@]1(Cc2ccccc2)[C@H]2C(=O)N(C)C(=O)[C@H]2[C@H]2CN=C(SCc3ccc(C)cc3)N21 | 0.4
O=S(=O)(c1cccc(-c2cn3cc(Cl)ccc3n2)c1)N1CCOCC1 | 2.0
CCOc1cc(C(C#N)N2CCOCC2)ccc1OC (configuration not stated) | 0.7
O=C(CSc1nnc(-c2ccco2)n1CC1CCCO1)NC1CCCC1 (configuration not stated) | 0.7
Cc1cccc(OCCn2c(-c3ccco3)nc3ccccc32)c1 | -1.1
Cc1ccc(C)c(NC(=S)N/N=C2\CCc3ccccc32)c1 | -1.2
COc1ccc(Cl)cc1NC(=O)NCc1ccco1 | -1.6
Cc1ccc(C)c(N2CC(O)(c3cccs3)[N+]3=C2CCCC3)c1 (configuration not stated) | -1.3
CCOc1ccccc1C=NN=Cc1ccccc1O | 0.4
CCCS(=O)(=O)c1ccc(COC(=O)Cc2ccc([N+](=O)[O-])cc2)cc1 | -1.2
Cc1cc(C(=O)CN2c3cccc4cccc(c34)S2(=O)=O)c(C)n1C | 0.7
COc1cc(C(=O)Nc2nnc(C(C)(C)C)s2)c([N+](=O)[O-])cc1OC | 0.2
CCCc1cc(-c2n[nH]c(C)c2-c2ccc(C(=O)OCC)o2)c(O)cc1O | -2.0
CN(C)Cc1c(C#N)c2ccccc2n1C | -1.2
Cn1c(=O)c2c(nc(CN3CCN(C(=O)c4ccco4)CC3)n2Cc2cccc(Cl)c2)n(C)c1=O | 0.5
Cc1ccc2[nH]c(=O)c(CN(CCN3CCOCC3)C(=O)Nc3ccccc3F)cc2c1 | -0.8
Oc1ccc(NC(=S)Nc2ccc(F)cc2)cc1 | -1.0
CC(C)CCNC(=O)CN(Cc1ccco1)C(=O)CCC(=O)Nc1nccs1 | -0.4
COCCNC(=O)Nc1ccc(F)cc1 | 0.6
NCCCC[C@H]1CNC(=S)N1CCc1cccc(F)c1 | -2.6
Cc1ccc2ccc(C(Nc3ccccc3)c3ccc(Cl)cc3)c(O)c2n1 (configuration not stated) | -2.5
O=C(NCc1ccco1)c1ccccc1Nc1ccc(F)cc1 | 1.2
Cc1ccc(S(=O)(=O)N(C)C)cc1NC(=S)Nc1ccc2cn[nH]c2c1 | 0.4
CN(C)c1ccc(/C=c2\sc3n(c2=O)CCCN=3)cc1 | -0.9
COc1ccc(CN2C(=O)C(CC(=O)NC3CCCCC3)CC(C(=O)N(C)C)=C2C)cc1 (configuration not stated) | 0.1
CC(C)CN(C(=O)COC(=O)c1cc(=O)[nH]c2ccccc12)c1c(N)n(Cc2ccccc2)c(=O)[nH]c1=O | -1.5
O=c1cc(CN2CCOCC2)c2ccccc2o1 | 0.8
Cc1nc2scc(-c3cccs3)c2c(=O)n1CC(=O)O | -4.7
N#Cc1c(-c2ccccc2)oc(=O)c2ccccc12 | -1.6
CC1=NN(C(=O)COc2ccccc2)C(O)(c2cccnc2)C1 (configuration not stated) | 0.3
CCOCCCNC(=O)c1cn(CC(C)C)c(=O)c2cc(OC)c(OC)cc12 | 2.9
O=C(CN1CCN(c2ccccc2O)CC1)Nc1cc(S(=O)(=O)N2CCCC2)ccc1Cl | -0.6
Cc1cc(N=Nc2ccccc2C(=O)O)c(C)c(C)c1O | -2.4
Cc1c(/C=N/NC(=O)C2(O)c3ccccc3-c3ccccc32)cnn1C | 3.3
COc1ccc(N2C(=S)NC3N2C(=S)NC3(C)c2ccccc2)cc1 (configuration not stated) | -2.2
CC(C)(C)OC(=O)N1CCC(C(=O)Nc2cccc(C(=O)N3CCCC3)c2)CC1 | 0.2
Cc1ccc(C2NC(=O)c3ccccc3N2)c(C)c1 (configuration not stated) | 0.7
O=[N+]([O-])c1ccc(O)c(NC(=S)Nc2ccccc2)c1 | -0.7
COc1ccc(-c2nc3ccccc3nc2-c2ccc(OC)cc2)cc1 | 3.0
CCC(=O)N(c1nnc(SCC(=O)NN2C(=O)NC3(CCC(C)CC3)C2=O)s1)C1CC1 (configuration not stated) | 0.0
COc1cc(-c2nnc(SCc3ccccc3Cl)o2)cc(OC)c1OC | 4.0
NS(=O)(=O)c1ccc(CCNC(=O)COC(=O)/C=C/c2ccccc2Cl)cc1 | 2.1
CC1(C)COC(c2cccc(C3=NC(C)(C)CO3)n2)=N1 | 1.9
Cc1onc(-c2ccccc2Cl)c1NC(=O)NCc1cccs1 | -1.1
COC(=O)c1cccc(S(=O)(=O)N2CCC(NC(=O)Nc3cccc(F)c3)CC2)c1 | 1.7
COC(=O)C1=C(C)N(CC2CC2)C(=NCc2cccc(Cl)c2)N[C@H]1c1ccccc1 | -3.0
Cc1noc(NS(=O)(=O)c2ccc(N/C=C\C(=O)c3ccc4c(c3)OCO4)cc2)c1C | -1.3
CCCC(=O)Nc1cc(-c2nnc(OC)c3ccccc23)ccc1N1CCOCC1 | -0.7
CCN(CC)S(=O)(=O)c1cccc(C(=O)OCC(=O)Nc2ccc3c(c2)c2ccccc2n3CC)c1 | 3.3
O=C1CCCN1CCCNS(=O)(=O)c1cccs1 | 0.6
CCCCOc1ccc(CCC(=O)N/N=C/c2ccco2)cc1 | 2.3
S=c1[nH]nc(-c2ccccn2)n1/N=C/c1c(Cl)cccc1Cl | -1.5
CCCCCC(=O)NC(=S)Nc1ccc(Cl)cn1 | 0.1
Cn1nc(-c2ccccc2)c(C(=O)NCC(=O)O)c1Cl | -0.5
Oc1ccccc1C=NN=CC=Cc1ccccc1 | 0.5

# Next section:
SMILES | TTR transcr act
COc1cccc(N2C(=O)CC(c3c[nH]c4ccccc34)C2=O)c1 (configuration not stated) | -1.4
Cc1ccc(NC(=O)CCn2cccc2)cc1C | -0.8
CN(C(=O)c1ccccc1C(=O)OCC(=O)NCc1ccccc1)C1CCCCC1 | 3.3
CC1(C)N=C(N)N=C(N)N1c1ccc(F)cc1F | -1.6
COc1ccc(C2C(C(C)=O)=C(O)C(=O)N2c2cccnc2)cc1OC (configuration not stated) | 0.5
COc1cccc(/C=N/c2nc3ccccc3[nH]2)c1O | -1.9
CC(C)/C=N\NC(=O)CCCCC(=O)N/N=C/C(C)C | -0.6
CSc1nsc(SCC(=O)Nc2ccc(Br)cn2)n1 | -3.3
CCCn1nnc(NC(=O)c2ccc(F)cc2)n1 | 0.7
CC(Oc1ccc(Cl)cc1)C(=O)Nc1sccc1C(N)=O (configuration not stated) | 2.1
Cc1ccc(CNC(=O)CSCc2cccc(F)c2)cc1 | 0.5
CCOC(=O)[C@@H]1CSCCS(=O)(=O)N1Cc1ccc(C(F)(F)F)cc1 | -1.1
CCOC(=O)C1(C)CCCN(C(=O)Cc2ccc3ccccc3c2)C1 (configuration not stated) | 0.8
Cc1ccc(C(=O)Nc2ccc(Nc3ccccc3)cc2)cc1Br | -3.2
O=C1/C(=C/c2cccc(Cl)c2)CSc2sccc21 | 2.7
Cc1ccc(S(=O)(=O)N2CCC3(CC2)CC(=O)c2ccccc2O3)cc1 | -1.0
CCOC(=O)N1CCN(C(=O)/C(=C/c2ccc(Cl)cc2)NC(=O)c2ccccc2)CC1 | -0.9
COc1ccc(N=C(C)C2=C(O)COC2=O)cc1 | -1.4
O=C(CNC(=O)c1ccccn1)N/N=C/c1ccc2c(c1)OCO2 | -0.4
CCN(CC)CCCNC(=O)C1(N[C@@H](Cc2c[nH]c3ccccc23)C(=O)NCC(OC)OC)CCCCC1 | 0.4
Cc1ccc(C(=O)Nc2ccncc2)c(C)c1 | 0.7
Cc1cccc2cc(CN(CC3CCCO3)C(=O)c3ccco3)c(=O)[nH]c12 (configuration not stated) | 2.4
CCc1ccc(N(C(=O)c2csnn2)C(C(=O)NC(C)(C)CC)c2ccccn2)cc1 (configuration not stated) | -1.4
CC(=O)NCCc1nc2ccccc2n1Cc1cc(C)ccc1C | 0.5
CC(=O)c1ccc(N2CCN(C(C)C(=O)Nc3ccc4c(c3)OCCO4)CC2)cc1 (configuration not stated) | -1.4
NC(=O)CC(NC(=O)c1ccccc1)c1ccc(NCc2ccccn2)c([N+](=O)[O-])c1 (configuration not stated) | 1.1
CC(=O)OC(C[N+]1(C)CCCCCC1)c1ccccc1 (configuration not stated) | 0.3
COc1cccc2sc3ccc(C#CC4(O)CCCCC4)cc3c(=O)c12 | -1.8
O=Cc1c(NCCc2ccc(F)cc2)c2ccccc2[nH]c1=O | -0.1
CCC(C(=O)Nc1cc(C)on1)c1ccccc1 (configuration not stated) | 2.0
CCOC(=O)c1[nH]nc(-c2c(O)cc(C)cc2O)c1-c1csc(C)n1 | 0.5
CCN(Cc1cc(=O)[nH]c2ccccc12)C(=O)c1ccc(C)cc1 | -0.4
CCOc1ccc(S(=O)(=O)N2CCN(Cc3ccc4c(c3)OCO4)CC2)cc1OCC | -1.6
CS(=O)(=O)N(Cc1ccc(C(=O)NCCSCc2ccco2)cc1)c1ccccc1 | 2.1
Cc1sc2nc(SCC(=O)C(C)(C)C)n(Cc3ccco3)c(=O)c2c1C | -1.1
CC(C)CN(C(=O)c1cc(Cl)nc2ccccc12)C1CCS(=O)(=O)C1 (configuration not stated) | 0.2
CCN(CC)C(=O)Cn1cc(SCC(=O)NCc2ccco2)c2ccccc21 | 1.5
COC(C(=O)N/N=C/c1ccc(OCC(=O)N2CCOCC2)cc1)c1ccccc1 (configuration not stated) | -1.5
CCCn1c(N)c(N(CCOC)C(=O)CCC2CCCCC2)c(=O)[nH]c1=O | -0.4
O=C(NCCN1CCN(c2ccc([N+](=O)[O-])cc2)CC1)NCc1ccccc1 | -1.4
CCOc1ccc(/C=C2\SC(=S)N(C)C2=O)cc1OC | 0.2
CCn1c(-c2ccccn2)nc2cc(S(=O)(=O)N(C)C)ccc21 | 0.3
CN(C)S(=O)(=O)c1cc(NC(=O)COC(=O)Cc2ccc(Br)cc2)ccc1Cl | 4.5
COC(=O)c1ccc(NC(=O)c2cc[n+]([O-])cc2)cc1 | -1.2
CCCCNC(=O)NC1(C(F)(F)F)Oc2ccccc2O1 | -3.0
Cc1ccc(-n2ncc(-c3nn[nH]n3)c2N)cc1 | 2.1
Cc1cccc(Cn2c(CN3CCN(Cc4ccccc4)CC3)nc3c2c(=O)[nH]c(=O)n3C)c1 | -0.2
O=C(C[C@H]1C(=O)N(C2CCCCC2)C[C@@H]1Cc1ccccc1)Nc1ccccc1 | -0.1
C=CCNc1nc(NCCOC)c2sc(-c3ccccc3)cc2n1 | -1.3
CCOc1ccc(/C=N\NC(=O)CC(=O)NCCc2ccccc2)cc1 | -1.1
c1ccc(-c2nnc(OCCN3CCOCC3)c3ccccc23)cc1 | -0.7
O=C(NNC(=O)C1CCCO1)c1ccc(Br)cc1 (configuration not stated) | 1.5
O=C(COC(=O)CNC(=O)C1CCCCC1)Nc1ccc2c(c1)OCCO2 | 0.9
